# High-throughput results (PubChem BioAssay)
# UBC13 polyUb – inhibitors of human UBC13 polyubiquitin chain formation | P61088 | TR-FRET | inhibition, % at 20 µM | hit rate 0.47% among 330,000; in the data active = inhibition above about 45%, passing the limit was not always enough
# SENP8 block – blocks the human protease SENP8; Q96LD8; purified SENP8, Z-RLRGG-aminoluciferin cleavage, luminescence; inhibition, % at 10 µM; hit rate 1.2% among 330,000; AID 2540
# Target sequence (Q96LD8 whole entry, looked up): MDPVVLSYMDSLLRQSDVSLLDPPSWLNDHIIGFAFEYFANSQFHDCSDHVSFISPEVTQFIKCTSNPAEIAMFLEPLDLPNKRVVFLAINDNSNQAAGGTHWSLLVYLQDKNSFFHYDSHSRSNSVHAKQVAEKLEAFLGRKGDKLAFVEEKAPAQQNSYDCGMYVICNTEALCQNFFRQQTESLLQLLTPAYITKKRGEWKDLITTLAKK
# 697 NFkB inh – inhibitors of the PMA/ionomycin-induced NF-kB reporter in 697 B cells; 697 B-cell NF-kB luciferase reporter, 16 h; inhibition, % at 4 µM; hit rate 0.33% among 330,000; AID 435022; in the data active = inhibition above about 35%
# EBI2 block – blocks human EBI2 receptor beta-arrestin signaling | P32249 | EBI2 beta-arrestin recruitment, luminescence, 7a,25-OHC stimulated | inhibition, % at 5 µM | hit rate 0.81% among 360,000 | AID 651636; in the data active = inhibition above about 38%;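 also: enzyme fragment complementation signal reports receptor beta-arrestin coupling in cells; 0% = agonist plus DMSO wells and 100% = wells without agonist; some results beyond the cut were filed as inactive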
# Gli-Sufu block – blocks Gli-Sufu signaling in a luciferase reporter; Sufu-KO-LIGHT fibroblasts, Gli luciferase reporter luminescence; inhibition, % at 5 µM; AID 588413; hit rate 0.74% among 340,000;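 active = inhibition above about 55%, limit read from the data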;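 also: 0% = DMSO-treated cells and 100% = wells with medium but no cells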
# Jurkat NFkB inh – lowers PMA/ionomycin-induced NF-kB signal in Jurkat cells; PMA/ionomycin-induced NF-kB luciferase reporter, luminescence; hit rate 0.53% among 330,000; inhibition, % at 4 µM; AID 435003
# CCR6 antag – CCR6 (human) receptor antagonism. P51684. CHO-K1 CCR6 PathHunter beta-arrestin, luminescence, CCL20-stimulated. inhibition, % at 20 µM. hit rate 0.49% among 340,000;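 active = compounds whose inhibition of the agonist-driven luminescence signal at 20 µM reaches about 50%, limit read from the data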;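 also: cells stimulated with CCL20 at 14 nM final; plate controls were DMSO with CCL20 for no effect and DMSO without agonist for full effect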
# Target sequence (P51684 whole entry, looked up): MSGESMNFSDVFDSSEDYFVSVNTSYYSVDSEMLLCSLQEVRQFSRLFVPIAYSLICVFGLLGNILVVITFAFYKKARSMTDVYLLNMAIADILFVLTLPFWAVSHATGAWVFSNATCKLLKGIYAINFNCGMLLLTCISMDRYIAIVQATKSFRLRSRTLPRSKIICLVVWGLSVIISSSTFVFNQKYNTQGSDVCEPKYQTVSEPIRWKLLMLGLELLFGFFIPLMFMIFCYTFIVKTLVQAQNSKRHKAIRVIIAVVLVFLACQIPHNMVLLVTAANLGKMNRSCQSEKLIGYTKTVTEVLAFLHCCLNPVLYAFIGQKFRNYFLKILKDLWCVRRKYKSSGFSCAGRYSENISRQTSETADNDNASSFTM
# Apaf1 inhib – human Apaf-1 inhibition. O14727. reconstituted apoptosome caspase-3 activity, DEVD-Rh110 fluorescence. inhibition, % at 20 µM. hit rate 0.71% among 330,000; active = inhibition of at least 40% at 20 µM;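 also: plate controls were DMSO wells for no effect and DEVD-CHO caspase inhibitor wells for full effect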
#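 Assay system: Apoptosome proteins | Medium: pH 7.5 Hepes buffer with CHAPS, BSA, DTT | Also added: Cytochrome c and DEVD-Rh110 substrate | Times: 30 min plus 50 min, RT | Detection: Rhodamine 110 fluorescence at Ex 480/Em 540 nm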
# * = called active by the depositor. Rule as the data show it, unless noted: active = inhibition above about 50%; inactive = the rest.
SMILES,UBC13 polyUb,SENP8 block,697 NFkB inh,EBI2 block,Gli-Sufu block,Jurkat NFkB inh,CCR6 antag,Apaf1 inhib
COc1ccc(C(=O)N/C(=C\c2cn(C)c3ccccc23)C(=O)NCCCN2CCOCC2)cc1,-8,-8,-1,4,6,-7,1,-3
CCCCC1CCC(C(=O)Nc2ccccc2)CC1 (stereo not given),10,1,24,21,-5,5,10,-15
O=C(NCCCN1CCOCC1)c1ccc(N2CCOCC2)c([N+](=O)[O-])c1,-3,0,1,-10,12,-12,0,-8
O=C(COc1ccccc1)Nc1nnc(-c2ccco2)o1,-6,-1,23,-1,-5,-8,6,-2
OC(CN1CCN(c2ccc(C(F)(F)F)cn2)CC1)c1ccccc1 (stereo not given),-3,-7,13,-7,1,-19,-11,6
Cn1ccc(C(=O)OCC(=O)Nc2ccccc2)n1,-4,-2,4,-1,-5,11,16,-8
CSc1nsc(SC)c1C(=O)OCC(F)(F)F,-2,-4,16,0,4,-7,11,0
Cc1cccc2cc(C#N)c(SCC(=O)NNC(=O)Cc3ccccc3)nc12,-16,-14,9,-4,-3,2,25,-4
COC(=O)c1cccc(NC(=O)/C=C/c2cccc([N+](=O)[O-])c2)c1,-10,-16,-14,12,-28,-11,7,8
C/C(=N/NC(=O)C1CC1(c1ccccc1)c1ccccc1)c1cccs1 (stereo not given),-9,-8,-26,5,0,-3,10,5

# Arranged by number of heavy atoms (low to high): part of the list above.
SMILES,UBC13 polyUb,SENP8 block,697 NFkB inh,EBI2 block,Gli-Sufu block,Jurkat NFkB inh,CCR6 antag,Apaf1 inhib
O=C(COc1ccccc1)Nc1nnc(-c2ccco2)o1,-6,-1,23,-1,-5,-8,6,-2
C/C(=N/NC(=O)C1CC1(c1ccccc1)c1ccccc1)c1cccs1 (stereo not given),-9,-8,-26,5,0,-3,10,5
O=C(NCCCN1CCOCC1)c1ccc(N2CCOCC2)c([N+](=O)[O-])c1,-3,0,1,-10,12,-12,0,-8
Cc1cccc2cc(C#N)c(SCC(=O)NNC(=O)Cc3ccccc3)nc12,-16,-14,9,-4,-3,2,25,-4
COc1ccc(C(=O)N/C(=C\c2cn(C)c3ccccc23)C(=O)NCCCN2CCOCC2)cc1,-8,-8,-1,4,6,-7,1,-3

# Other compounds follow.
SMILES,UBC13 polyUb,SENP8 block,697 NFkB inh,EBI2 block,Gli-Sufu block,Jurkat NFkB inh,CCR6 antag,Apaf1 inhib
O=C(Nc1cc(N2CCOCC2)ncn1)Nc1cccc2ccccc12,0,-5,-11,-1,-3,18,-12,-2
Cc1ncoc1C(=O)Nc1ccccc1C(N)=O,8,0,17,4,5,6,-2,-21
CN(C)c1ccc(/C=N/n2c(C3CCCCC3)n[nH]c2=S)cc1,-4,-2,-7,9,-7,5,22,30
O=C(Nc1ccc2ccccc2n1)Nc1cccs1,-3,1,6,6,-21,-7,-14,-58
O=C(COC(=O)c1cnccn1)NCc1ccccc1,13,2,7,-10,-3,2,-8,-10
COc1cc(/C=N/NC(N)=S)ccc1OCC(=O)N1CCOCC1,-13,-2,8,-3,-1,5,6,2
O=C(NCc1ccc(OC(F)(F)F)cc1)C1CC2Cn3c(nc4ccccc43)C2N1c1ccccc1 (stereo not given),5,12,-66,-6,3,-15,-6,-7
CC(=O)c1ccc(N2CCN(C(=O)COc3ccccc3F)CC2)c(F)c1,-17,-10,-19,5,0,1,-10,9
O=C(CN1C(=O)/C(=C/c2ccccc2F)Sc2ccccc21)NCc1cccnc1,-15,-11,-14,3,3,-6,2,16
O=[N+]([O-])c1ccccc1Nc1nc(-c2cccnc2)cs1,-36,-3,-62,3,-7,-37,6,-1

# Some of the entries so far, with each value named.
CC(=O)c1ccc(N2CCN(C(=O)COc3ccccc3F)CC2)c(F)c1
  UBC13 polyUb = -17 | SENP8 block = -10 | 697 NFkB inh = -19 | EBI2 block = 5 | Gli-Sufu block = 0 | Jurkat NFkB inh = 1 | CCR6 antag = -10 | Apaf1 inhib = 9
OC(CN1CCN(c2ccc(C(F)(F)F)cn2)CC1)c1ccccc1 (stereo not given)
  UBC13 polyUb = -3 | SENP8 block = -7 | 697 NFkB inh = 13 | EBI2 block = -7 | Gli-Sufu block = 1 | Jurkat NFkB inh = -19 | CCR6 antag = -11 | Apaf1 inhib = 6

# (cont.)
SMILES,UBC13 polyUb,SENP8 block,697 NFkB inh,EBI2 block,Gli-Sufu block,Jurkat NFkB inh,CCR6 antag,Apaf1 inhib
O=C(CC1S/C(=N/N=C2CCCCCC2)NC1=O)Nc1ccccc1C(F)(F)F (stereo not given),-7,-1,1,-1,-19,-12,7,6
O=C(c1ccc(S(=O)(=O)NCc2ccco2)cc1)N1CCCC(C(F)(F)F)C1 (stereo not given),-10,3,-26,-2,-2,2,3,8
COc1ccc2c(c1OC)C(=O)OC2Nn1cncn1 (stereo not given),18,-1,11,-3,0,-1,10,-6
O=C(COC(=O)c1n[nH]c(=O)c2ccccc12)NC1CCCCC1,6,3,17,-8,2,12,6,-15
Cc1ccc(NC(=O)COC(=O)CCn2c(C)csc2=O)c([N+](=O)[O-])c1,-3,4,12,1,-11,-3,4,3
CCOc1ccc(CNC(=O)c2ccc(Sc3ccc(C)cc3)c(NC(C)=O)c2)cc1,23,-5,13,2,-5,16,13,8
COc1ccc(C(C(=O)NC(C)(C)C)N(C(=O)Cn2nnc3ccccc32)c2ccc(C(C)=O)cc2)cc1O (stereo not given),-10,-1,22,-7,47,-12,-2,-11
CCOc1ccccc1N(CC(=O)NCc1ccncc1)S(=O)(=O)c1ccccc1,-5,-1,3,1,-2,17,3,-2
c1ccc2sc(NC3=NCN(CCN4CCOCC4)CN3)nc2c1,10,-3,20,-1,3,-5,-1,-9
CN(C)C(=O)c1cc(C(=O)c2ccccc2F)c[nH]1,3,2,-10,-6,2,-17,6,-1

# Some of the compounds tested; count on the stated rates, not on these rows.
